# IMPase Li cell = qHTS Assay for Identifying the Cell-Membrane Permeable IMPase Inhibitors: Potentiation with Lithium; AID 1457, 2008; CHO-M1 cells, IP1 TR-FRET (IP-One), carbachol + lithium; Potency, µM (titrated, usually from 59.4 µM), inactives show at the highest dose activity, negative = IMPase inhibition, most hits filed as inhibitors; 210,000 tested, 0.35% active;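 further: IP1 builds up when IMPase is blocked and the TR-FRET signal falls; plate controls were basal vehicle for no effect and high inhibitor control for full effect; nearly all actives have a fitted effect of over 50% in size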
#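 IP1 accumulation measured by competitive TR-FRET in lysed CHO-M1 cells after 30 min compound exposure at 37C, with a small lithium addition to potentiate weak responses. Hill-equation AC50 from ratio and donor-channel data.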
# GAA inhib = qHTS Assay for Inhibitors of Human alpha-Glucosidase as a Potential Chaperone Treatment of Pompe Disease; 200,000 tested, 0.005% active; purified human GAA, 4-MU-alpha-glucoside fluorescence; Lysosomal alpha-glucosidase (Homo sapiens), P10253; Potency, µM (highest dose often 76.9 µM), inactives show at the top dose activity change, negative = inhibition, usual class: inhibitors;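 further: plate controls were uninhibited enzyme wells for no effect and no-enzyme background for full effect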
#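 Read-out is 4-methylumbelliferone fluorescence (Ex 365/Em 440 nm) after NaOH/glycine stop at pH 10. Enzyme 4 nM, substrate 400 uM, pH 5.0 citrate buffer, 20 min room temperature; AC50 from Hill-equation concentration-response.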
# GAA glycogen = qHTS Assay for Inhibitors and Activators of Human alpha-Glucosidase Cleavage of Glycogen; 300,000 tested, 0.38% active; recombinant GAA, glycogen substrate, Amplex Red glucose oxidase fluorescence; AID 2100, 2009; Lysosomal alpha-glucosidase (Homo sapiens), P10253; Potency, µM (top dose mostly 76.4 µM), for inactives: top-dose activity change, negative = inhibition, usual class: inhibitors;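 further: 0% = full enzyme reaction and -100% = no-enzyme basal signal; the screen sought inhibitors and activators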
#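 qHTS, 1536-well; enzyme 4 nM final; cpd up to 77 uM; substrate bovine liver glycogen 30 ug; 50 mM citrate/phosphate pH 5.0, 0.01% Tween-20; 37 C, 40 min; Amplex Red detection 45 min RT; Hill fit → AC50.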
# GoLoco inh red = qHTS Assay for Inhibitors of RGS12 GoLoco Motif Activity (Red Fluorophore) | Gai1:RGS12 GoLoco peptide FP, rhodamine, 10 min | Potency, µM (top dose mostly 61.6 µM), for the others: at the highest dose activity, negative = inhibition, actives largely listed as inhibitors | 230,000 tested, 0.44% active | AID 880, 2007; active means well fitted inhibition curve with a large enough effect, not every such curve was filed as active; inactive means no such curve, though single readings can be large or run the other way; further: on the % scale 0 is the no-effect control and ±100 the full control effect; nearly all actives have a fitted effect of over 30% in size; many of its hits are not listed in these tables
# Target sequence (P63096 whole entry, looked up): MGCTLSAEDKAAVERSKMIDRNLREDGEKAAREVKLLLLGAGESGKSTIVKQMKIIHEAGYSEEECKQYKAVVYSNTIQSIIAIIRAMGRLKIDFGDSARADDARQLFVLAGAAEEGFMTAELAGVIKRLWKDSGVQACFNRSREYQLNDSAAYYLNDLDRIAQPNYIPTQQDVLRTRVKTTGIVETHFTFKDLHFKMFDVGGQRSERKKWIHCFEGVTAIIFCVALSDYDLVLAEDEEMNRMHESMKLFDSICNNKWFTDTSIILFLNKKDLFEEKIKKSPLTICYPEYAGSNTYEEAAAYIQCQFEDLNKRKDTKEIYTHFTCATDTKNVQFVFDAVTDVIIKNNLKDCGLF
# HTT ATP protect = qHTS Multiplex Assay to Identify Dual Action Probes in a Cell Model of Huntington: Cytoprotection (ATP). PC12 HTT-Q103 induced, cytoprotection, ATP luminescence, 40 h. Potency, µM (series often up to 56.4 µM), for inactives: cytoprotection (ATP increase), most hits filed as activators. 230,000 tested, 0.14% active. AID 1471, 2008;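 further: % of control where 0% means no effect; nearly all actives have a fitted effect of over 45% in size; toxic huntingtin expression switched on by the ecdysone agonist tebufenozide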
#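 ATP quantification (ATPlite) reports survival of PC12 cells in which tebufenozide, 100 nM final, switches on Htt exon 1 with 103 glutamines linked to GFP; compounds are titrated.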
# HttQ103 aggreg = qHTS Multiplex Assay to Identify Dual Action Probes in a Cell Model of Huntington: Aggregate Formation (GFP); Potency, µM (titrated, usually from 46.1 µM), without a hit: at the highest dose activity change, negative = inhibition, actives largely listed as inhibitors; 220,000 tested, 1.1% active; PC12 HttQ103-GFP aggregates, Acumen cytometry, 40 h; AID 1688, 2009; further: on the % scale 0 is the no-effect control and ±100 the full control effect; nearly all actives have a fitted effect of over 60% in size
#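 Read-out: GFP aggregate count by laser scanning cytometer (488 nm excitation, 500-530 nm emission, 1–25 µm objects >6 SD above background). Cells: PC12, inducible HTTex1-Q103-GFP, 100 nM tebufenozide; compounds titrated.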
# aGlu spleen mod = qHTS Assay for Inhibitors and Activators of Human alpha-Glucosidase From Spleen Homogenate; Lysosomal alpha-glucosidase (Homo sapiens), P10253; human spleen homogenate, 4-MU-alpha-glucoside fluorescence; Potency, µM (titrated, usually from 79.9 µM), inactives show top-dose activity change, negative = inhibition, actives largely listed as inhibitors; 240,000 tested, 0.006% active; AID 2112, 2009;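 further: 0% = enzyme with vehicle and -100% = no enzyme basal signal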
#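 Human spleen homogenate (1 ug) with 4-methylumbelliferyl-alpha-D-glucopyranoside (1 mM final) in 50 mM citrate/phosphate pH 5.0, 0.01% Tween-20; 40 min at 37 C. Stopped at pH 10; 4-MU fluorescence Ex 365/Em 440 nm; AC50 by Hill fit.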
# The depositor's hits bear a star; ? = inconclusive; . = not tested or not shown; [ ] = another dose, or the depositor's remark. Unless noted, the call rests on the fitted dose curve; in most records, active means well fitted curve in the direction sought with a large enough effect; inconclusive means small, poorly fitted or top-dose-only effect, or another doubt; inactive means no such curve, though single readings can be large; an effect the other way counts as inactive or inconclusive. Potency means the concentration at half of the fitted maximal effect.
# Each structure is followed by: IMPase Li cell, GAA inhib, GAA glycogen, GoLoco inh red, HTT ATP protect, HttQ103 aggreg, aGlu spleen mod
> CN(C)C=NC(=O)c1cccn1-c1ncc(C(F)(F)F)cc1Cl
    -2%, 1%, 1%, 2%, 9%[10 µM], -4%, -1%
> O=C(O)C1Nc2c(O)cc(Cl)c([N+](=O)[O-])c2C2C=CCC12 (centres undefined)
    21%, -1%, ?, 10µM*, 39%[10 µM], -7%, 1%
> CCCOc1ccc(C(=O)NNC(=S)NC(=O)c2cc(-c3ccccc3)nc3ccccc23)cc1
    3%[38.3 µM], -5%, -7%, 9%, 16%, 7.1µM*, 0%
> Cc1cc(C=C2C(=O)c3ccccc3C2=O)c(C)n1-c1cccc(C(=O)O)c1
    4%, -9%, -2%, 16%, 7%, ?, 0%
> O=C1Cc2ccccc2C(=O)N1OCc1ccc(Cl)cc1
    -5%, -12%, ?, 8%, -13%[10 µM], 11%, 2%
> CCOC(=O)c1cc(-c2ccccc2)n(CCC(=O)N2CCN(c3ccc(OC)cc3)CC2)c1C
    9%, ?, 3%, -3%, 4%[10 µM], 5%, 1%
> CSc1ccc(S(=O)(=O)Nc2ccc3c(c2)OCCO3)cc1
    1%, 0%, 0%, 4%, 1%, -25%, 0%
> CN(C)c1ccc(C2SCCN2C(=O)c2ccc([N+](=O)[O-])cc2)cc1 (centres undefined)
    0%, -1%, -20%, -14%, 13%[10 µM], -1%, -1%
> CCOC(=O)c1c(C)[nH]c(C(=O)COC(=O)c2[nH]c(C)c(C(C)=O)c2C)c1C
    14%[38.3 µM], -2%, 3%, -17%, 17%, 19%, -11%
> Cc1ccc(NS(=O)(=O)c2ccc(N3C(=O)CCC3=O)cc2)cc1
    11%[38.3 µM], -12%, 1%, 6%, -3%[10 µM], -12%, -9%

# A run of entries taken from the entries so far, for reference:
# Each structure is followed by: IMPase Li cell, GAA inhib, GAA glycogen, GoLoco inh red, HTT ATP protect, HttQ103 aggreg, aGlu spleen mod
> O=C1Cc2ccccc2C(=O)N1OCc1ccc(Cl)cc1
    -5%, -12%, ?, 8%, -13%[10 µM], 11%, 2%
> CCOC(=O)c1cc(-c2ccccc2)n(CCC(=O)N2CCN(c3ccc(OC)cc3)CC2)c1C
    9%, ?, 3%, -3%, 4%[10 µM], 5%, 1%
> CSc1ccc(S(=O)(=O)Nc2ccc3c(c2)OCCO3)cc1
    1%, 0%, 0%, 4%, 1%, -25%, 0%
> CN(C)c1ccc(C2SCCN2C(=O)c2ccc([N+](=O)[O-])cc2)cc1 (centres undefined)
    0%, -1%, -20%, -14%, 13%[10 µM], -1%, -1%

# The listing picks up, starting 3 compounds before the break.
# Each structure is followed by: IMPase Li cell, GAA inhib, GAA glycogen, GoLoco inh red, HTT ATP protect, HttQ103 aggreg, aGlu spleen mod
> CN(C)c1ccc(C2SCCN2C(=O)c2ccc([N+](=O)[O-])cc2)cc1 (centres undefined)
    0%, -1%, -20%, -14%, 13%[10 µM], -1%, -1%
> CCOC(=O)c1c(C)[nH]c(C(=O)COC(=O)c2[nH]c(C)c(C(C)=O)c2C)c1C
    14%[38.3 µM], -2%, 3%, -17%, 17%, 19%, -11%
> Cc1ccc(NS(=O)(=O)c2ccc(N3C(=O)CCC3=O)cc2)cc1
    11%[38.3 µM], -12%, 1%, 6%, -3%[10 µM], -12%, -9%
> N#CC(C(=O)Nc1ccc(Cl)c(Cl)c1)=C1Nc2ccccc2N1
    ., 2%, -2%, ., -8%, 18%, -5%
> O=C(CC12CC3CC(CC(C3)C1)C2)NCc1ccncc1
    14%[38.3 µM], 0%, 0%, 11%, -4%, -4%, -4%
> C=C(C)Cn1c(C)cc(C)c(S(=O)(=O)c2ccccc2C)c1=O
    5%[38.3 µM], -17%, -6%, -1%, 3%, -13%, -1%
> CNC(=S)N(Cc1cccs1)Cc1cc2cc(OC)c(OC)cc2[nH]c1=O
    -2%, -5%, -1%, 1%, 41%[10 µM], 18%, -1%
> Fc1cccc(NCc2ccoc2)c1
    0%[38.3 µM], 8%, -2%, 9%, -15%[10 µM], 1%, -21%
> CCn1c(=O)cc(C(F)(F)F)[nH]c1=S
    4%, 1%, 0%, 8%, -4%[10 µM], 0%, 0%
> CCO/C(C)=N/n1c2nc3ccccc3nc2c2c(=O)n(C3CCCC3)c(C)nc21
    -24%[38.3 µM], 6%, 6%, -1%, -24%, 0%, -4%
> O=C(CCCc1nc2ccccc2s1)Nc1nccs1
    6%[38.3 µM], 0%, 1%, -25%, 17%[10 µM], 15%, 4%
> Cc1nc2c3c4c(sc3n3c(SCC(=O)NCc5ccco5)nnc3n2n1)COC(C)(C)C4
    16%, 1%, -9%, -7%, 11%[10 µM], -16%, -1%
> COc1cccc(CC2(CO)CCCN(CC3=Cc4cc(OC)ccc4OC3)C2)c1 (centres undefined)
    12%, -6%, -18%, 12%, -27%, 2%, 13%
> COc1cc(OC)cc(-c2nnc(SCC(=O)N3CCOCC3)o2)c1
    -1%[38.3 µM], -3%, 3%, -5%, -21%[10 µM], 1%, -18%
> CCNCc1cc(Cl)cc(OC)c1OC(C)C
    0%, 8%, -9%, 6%, 13%[10 µM], -13%, -1%
> COC(=O)c1ccc(OCCOc2ccccc2)cc1
    49%[activator][38.3 µM], -4%, 3%, -2%, -11%, 10%, -1%
> COc1ccc2c(c1)C(c1cc(OC)c(OC)c(OC)c1)CC(=O)O2 (centres undefined)
    12%, ., ., -2%[88.7 µM], -29%, ., 4%[119 µM]
> O=C1CN(C(=O)C2CC2)c2ccccc2N1
    0%[38.3 µM], 3%, 5%, 4%, -2%, 5%, 5%
> CCCCn1c(-c2csc(CC)c2)n[nH]c1=S
    7%, 2%, -12%, -17%, ., 7%, 3%
> CCOC(=O)C1=C(C)NC(=O)NC1/C=C/c1ccccc1 (centres undefined)
    25%[38.3 µM], 8%, 2%, 0%, 7%, 14%, -4%
> Cc1ccc2oc(-c3cccc(NC(=O)c4ccc(Br)o4)c3C)nc2c1
    20%[38.3 µM], -1%, -2%, 4%, -50%[inhibitor], -15%, -3%
> Clc1ccc2c(c1)-c1[nH]ncc1CS2
    ., ., -7%, -4%, -2%[10 µM], -9%[9.22 µM], 11%
> CCOC(=O)c1sc2nc(NC(=O)C(C)(C)C)sc2c1C
    15%[38.3 µM], ?, -13%, 4%, -78%[inhibitor], 35µM*, -12%
> CCOC(=O)C1=C(c2ccccc2)NC(=O)NC1c1ccc(N(C)C)cc1 (centres undefined)
    -19%[38.3 µM], -6%, -21%, 13%, 16%, 22%, -1%
> CCCC(=O)Nc1ccc(N2CCN(C(=O)CCC)CC2)cc1
    -21%[38.3 µM], -7%, -16%, 5%, -4%, -15%, 2%
> CCOc1ccc(NC(=S)N(CCc2c(C)[nH]c3ccc(C)cc23)Cc2ccco2)cc1
    6%, 3%, 35µM*, 30%[activator], ., -18%, 2%
> Cn1nc(-c2ccc(N3CCCCC3)c(NC(=O)c3ccco3)c2)c2ccccc2c1=O
    10%, ?, -5%, 9%, -4%[10 µM], ?, 2%
> Cc1ccccc1NC(=O)OCc1cccnc1Oc1ccc(Cl)cc1
    16%, -3%, -3%, 6%, -96%[inhibitor], ?, -1%
> NC(=S)N/N=C/c1ccccc1
    1%, -8%, 9%, -6%, 7%[10 µM], 25%, 2%
> CCOC(=O)C1NN=C(C(=O)c2ccccc2)C1c1ccc(Cl)cc1 (centres undefined)
    21%, -7%[15.4 µM], -4%, 15%, -10%, -22%, -2%
> CC(=O)Nc1ccc(NC(=O)CSc2ccc3nnc(CCNC(=O)c4ccccc4)n3n2)cc1
    -10%, 6%, ?, -8%, ?, 0%, 4%
> Cc1ccnc2nc(C(=O)Nc3nnc(CC(C)C)s3)nn12
    0%[38.3 µM], 0%, 1%, 3%, -17%, 1%, 3%
> C/C(=C\C(=O)O)C12CC3CC(CC(C3)C1)C2
    11%[38.3 µM], -14%, -1%, 1%, 8%, 32%, 9%
> O=C(C1=C[C@@H](c2ccc3c(c2)OCO3)C[C@@H](OCc2ccc(CO)cc2)O1)N1CCOCC1
    6%, ., 2%, -1%, 10%[10 µM], 8%[9.22 µM], -3%
> O=c1ccc2ccc(O)c(O)c2o1
    47%[activator], ., ., -8%, ?, ., -17%
> CCn1c(CCNC(=O)c2ccc(F)cc2)nc2ccccc21
    23%[38.3 µM], -10%, ?, -11%, -39%[10 µM], ?, -8%
> Cn1c(=O)c2[nH]c(COc3ccc(C(C)(C)C)cc3)nc2n(C)c1=O
    ., ., 4%, 4%, -16%[10 µM], -27%[9.22 µM], -2%
> CN1CCC(Oc2ccccc2Sc2ccccc2)CC1
    24%, 0%, -4%, -16%, ., -22%, -3%
> Cc1cc(-c2onc(C)c2C(N)=O)no1
    ., 1%, 6%, -5%, 12%[10 µM], 9%[9.22 µM], -16%
> Cc1ccc[n+](C(C)C(=O)Nc2ccc(C)c([N+](=O)[O-])c2)c1 (centres undefined)
    1%[38.3 µM], -1%, 2%, 0%, -4%, 20%, -11%
> CN(CC(=O)Nc1ccc(F)cc1)C(=O)COc1ccc([N+](=O)[O-])cc1Cl
    0%, -12%, -7%, 0%, -39%[inhibitor], 0%, -1%
> CCOc1cc(/C=C2\SC(=S)N(C(C(=O)O)c3ccccc3)C2=O)ccc1O (centres undefined)
    ., ?, -21%, 315%[activator], -4%[10 µM], -1%[9.22 µM], -1%
> CCCn1nnc(NC(=O)Cc2ccccc2)n1
    -10%[38.3 µM], -2%, 1%, -6%, -8%, -11%, -4%
> COc1ccc(-c2ncncc2-c2ccc(Cl)cc2)c(O)c1
    ., -5%, -1%, -2%, 3%[10 µM], -22%[9.22 µM], 6%
> COCCn1c(C(C)C)nc2ccccc21
    ., ., 1%, 3%, 0%[10 µM], 7%[9.22 µM], 0%

# Source: PubChem BioAssay (National Center for Advancing Translational Sciences (NCATS))

# The list is partial; count on the stated rates, not on these rows.
